From PubChem BioAssay
PGK inhibitor: blocks T. brucei phosphoglycerate kinase; AID 602233; hit rate 0.043% among 380,000; PGK/GAPDH coupled, Kinase-Glo luminescence, 60 min; Potency, µM (series often up to 57.5 µM), inactives show at the highest dose activity change, negative = inhibition, most hits filed as inhibitors; further: on the % scale 0 is the no-effect control and ±100 the full control effect; nearly all actives have a fitted effect of over 60% in size
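Recombinant glycosomal PGK reaction used 1,3-bisphosphoglycerate generated in-well by GAPDH (100nM final) in 100mM TEA pH 7.6, 5mM MgCl2, 0.01% Tween-20. After 60 minutes at room temperature, ATP was read by Kinase-Glo Plus luminescence end-point.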
GLS inh: blocks human kidney-isoform glutaminase activity; O94925; GLS enzymatic activity, qHTS titration; Potency, µM (doses to about 45.5 µM), without a hit: at the highest dose activity change, negative = inhibition, most hits filed as inhibitors; hit rate 0.21% among 410,000; further: on the % scale 0 is the no-effect control and ±100 the full control effect
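hKGA in 45 mM KH2PO4 (pH 8.2), 0.02% Tween-20 with compound, then 1mM L-Glutamine (stock as added) plus glutamate oxidase/HRP/Amplex red coupling mix. Fluorescence read initially and after 30 min at RT; signal change reflects glutamate formation.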
RGS4 inh: human RGS4 inhibition | Potency, µM (highest dose often 114 µM), without a hit: at the top dose activity change, negative = inhibition, usual class: inhibitors | AID 504845 | hit rate 0.039% among 390,000 | Transcreener GDP fluorescence polarization, RGS4-accelerated GTP hydrolysis; further: on the % scale 0 is the no-effect control and ±100 the full control effect; nearly all actives have a fitted effect of over 75% in size; some results filed as inactive show a strong effect at the top dose
Target sequence (P49798 whole entry, looked up): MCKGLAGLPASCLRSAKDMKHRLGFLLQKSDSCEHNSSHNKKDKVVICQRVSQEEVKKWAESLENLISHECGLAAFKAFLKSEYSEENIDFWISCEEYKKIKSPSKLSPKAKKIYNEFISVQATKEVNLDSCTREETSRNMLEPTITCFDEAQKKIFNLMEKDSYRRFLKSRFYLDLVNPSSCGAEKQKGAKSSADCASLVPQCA
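MLSMR compounds (23 nl, pin-transferred) preincubated 10 min at room temperature with a 500nM (2x) first reagent, then RGS4 at 900nM (2x) plus Transcreener GDP mix added; fluorescence polarization (620/688 nm) read before and after 90 min at 30 °C.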
Pin1 inh: blocks the human prolyl isomerase Pin1 | Q13526 | Pin1 FP peptide displacement, HiFluor488, 10 min | Potency, µM (titrated, usually from 115 µM), for the others: at the top dose activity, negative = inhibition, usual class: inhibitors | hit rate 0.009% among 390,000; active means well fitted inhibition curve with a large enough effect in the polarisation, with a control signal flat, not every such curve was filed as active; inconclusive means small, poorly fitted or top-dose-only effect, or effect the other way, or a change in a side signal; inactive means no such curve, though single readings can be large or run the other way; the % refers to the polarisation; further: on the % scale 0 is the no-effect control and ±100 the full control effect
HP1b chromo inh: HP1-beta chromodomain-methylated histone interaction inhibition; AlphaScreen HP1-beta / biotin-H3K9me3 peptide binding; Potency, µM (titrated, usually from 114 µM), inactives show at the top dose activity change, negative = inhibition, hits mostly inhibitors; hit rate 0.56% among 390,000; P83916; further: nearly all actives have a fitted effect of over 70% in size; inactives centre near 23
Target sequence (P83916 whole entry, looked up): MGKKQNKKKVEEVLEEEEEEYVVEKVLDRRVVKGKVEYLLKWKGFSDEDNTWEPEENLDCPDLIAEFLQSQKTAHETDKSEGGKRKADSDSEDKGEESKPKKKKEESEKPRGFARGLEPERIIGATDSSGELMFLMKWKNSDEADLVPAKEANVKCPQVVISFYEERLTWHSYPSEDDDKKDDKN
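HP1-beta protein (50 nM final) preincubated 30 min at room temperature with biotinylated H3(1-18)K9me3 peptide (50 nM) in PBS pH 7.4, 0.01% Tween-20, then compound added for 30 min. AlphaScreen streptavidin donor/nickel chelate acceptor beads (10 ug/mL final), 30 min dark, luminescence read.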
JMJD2A Tudor: JMJD2A Tudor domain (human) inhibition | O75164 | AlphaScreen JMJD2A-Tudor / H3K4me3 peptide binding | Potency, µM (highest dose often 114 µM), inactives show at the top dose activity change, negative = inhibition, actives largely listed as inhibitors | hit rate 4.4% among 390,000 | AID 504339; further: on the % scale 0 is the no-effect control and ±100 the full control effect; nearly all actives have a fitted effect of over 50% in size
12-LOX inh: blocks human arachidonate 12S-lipoxygenase; Potency, µM (titrated, usually from 108 µM), for inactives: at the highest dose activity change, negative = inhibition, usual class: inhibitors; P18054; purified 12hLO, xylenol orange hydroperoxide absorbance; hit rate 1.1% among 580,000; further: on the % scale 0 is the no-effect control and ±100 the full control effect
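Hydroperoxide product was detected by ferrous iron/xylenol orange as the 573 to 405 nm absorbance ratio. Arachidonic acid at 40 uM (final) was turned over for 30 min at room temperature by 150 nM human 12hLO, pH 7.0 Hepes buffer, after 15 min compound preincubation.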
rTrxR1 inhibitor: blocks rat thioredoxin reductase 1. recombinant rTrxR1, NADPH fluorescence consumption, selenite substrate. Potency, µM (highest dose often 114 µM), without a hit: at the highest dose activity change, negative = inhibition, actives largely listed as inhibitors. hit rate 1% among 390,000; further: on the % scale 0 is the no-effect control and ±100 the full control effect; nearly all actives have a fitted effect of over 65% in size
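Rat TrxR1 (90 nM in the dispensed reagent) was pre-reduced with 400 uM NADPH for 5 min at room temperature, then incubated with compound for 15 min. After 400 uM selenite was added, NADPH fluorescence (Ex 340/Em 450 nm) was followed for 8 min.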
ERG Ets-DNA blk: blocks human ERG Ets domain binding to DNA. P11308. fluorescence polarization, His-ERG Ets domain / labelled DNA. Potency, µM (doses to about 76.9 µM), for the others: top-dose FP activity, negative = inhibition, most hits filed as inhibitors. hit rate 0.028% among 370,000. AID 624246; active means well fitted inhibition curve with a large enough effect in the polarisation, with a control signal flat; inconclusive means small, poorly fitted or top-dose-only effect, or effect the other way, or a change in a side signal; inactive means no such curve, though single readings can be large or run the other way; the % refers to the polarisation;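 further: polarization taken with two DNA probes labelled with fluorescein and Texas red; % of control where 0% means no effect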
Target sequence (P11308 whole entry, looked up, the tested form may be a part): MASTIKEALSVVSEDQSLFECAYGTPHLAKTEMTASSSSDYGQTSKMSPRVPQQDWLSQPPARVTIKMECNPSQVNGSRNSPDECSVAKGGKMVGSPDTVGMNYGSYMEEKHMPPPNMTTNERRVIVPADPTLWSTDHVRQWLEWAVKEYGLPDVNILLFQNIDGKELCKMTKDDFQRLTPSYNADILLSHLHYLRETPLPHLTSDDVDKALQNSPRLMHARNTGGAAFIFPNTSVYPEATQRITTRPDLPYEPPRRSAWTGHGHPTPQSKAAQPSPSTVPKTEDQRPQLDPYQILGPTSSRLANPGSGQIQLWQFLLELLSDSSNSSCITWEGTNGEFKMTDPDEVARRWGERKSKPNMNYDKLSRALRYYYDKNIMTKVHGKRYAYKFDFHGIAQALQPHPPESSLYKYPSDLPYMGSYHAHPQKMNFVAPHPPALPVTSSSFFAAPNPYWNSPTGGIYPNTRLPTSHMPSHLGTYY
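His-tagged ERG Ets domain (1 uM in the protein solution; 300mM KCl, 50mM Tris-HCl, 1mM EDTA, 1mM DTT, pH 7.5) received compound, then a probe mix of 5 nM fluorescein-DNA and 100nM Texas-615-DNA. Fluorescence polarization was read for both dyes.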
Starred values were filed as active, the others as inactive; i = inactive; ? = inconclusive; nt = not tested or not shown; [ ] = remark or other dose. Unless noted, the call rests on the fitted dose curve; in most records, active means well fitted curve in the direction sought with a large enough effect; inconclusive means small, poorly fitted or top-dose-only effect, or another doubt; inactive means no such curve, though single readings can be large; an effect the other way counts as inactive or inconclusive. Potency means the concentration at half of the fitted maximal effect.

1: O=C(O)/C=C/c1ccc2c(c1)OCCO2
2: CCOC(=O)C1(CCc2ccccc2)CCN(C(=O)C2CCOCC2)CC1
3: CC(C)Oc1ccccc1/C=N/NC(=O)c1ccccc1Cl
4: Cc1ccc2nsnc2c1NC(=O)c1sc2ccccc2c1Cl
5: CCc1ccc(C(=O)COC(=O)c2cccs2)cc1
6: COc1cc2c(cc1OC)C(C)N(S(=O)(=O)c1ccc(C)cc1)CC2 (stereo unspecified)
assay / entry	1	2	3	4	5	6
PGK inhibitor	-10.0%	-0.5%	1.9%	i	-9.7%	-1.0%
GLS inh	1.6%	14.8%	-3.1%	-11.5%	7.7%	-9.2%
RGS4 inh	1.0%	-27.4%	3.3%	5.5%	2.3%	-23.6%
Pin1 inh	0.5%	-0.2%	-1.5%	1.9%	1.0%	-5.9%
HP1b chromo inh	26.9%	?	35.3%	42.0%[activator]	153.9%[activator]	8.6%
JMJD2A Tudor	-1.7%	-35.1%	-2.0%	-4.2%	127.5%[activator]	-18.3%
12-LOX inh	0.0%	0.0%	17.9%	13.0%	?	-0.4%
rTrxR1 inhibitor	33.1%	0.2%[11.4 µM]	-13.2%	-6.6%	-0.6%[57.1 µM]	2.3%[57.1 µM]
ERG Ets-DNA blk	-6.4%	-26.5%	10.9%	-4.2%	-6.5%	1.3%

Ordered by molecular weight (rising): part of the list above
1: O=C(O)/C=C/c1ccc2c(c1)OCCO2
5: CCc1ccc(C(=O)COC(=O)c2cccs2)cc1
6: COc1cc2c(cc1OC)C(C)N(S(=O)(=O)c1ccc(C)cc1)CC2 (stereo unspecified)
2: CCOC(=O)C1(CCc2ccccc2)CCN(C(=O)C2CCOCC2)CC1
assay / entry	1	5	6	2
PGK inhibitor	-10.0%	-9.7%	-1.0%	-0.5%
GLS inh	1.6%	7.7%	-9.2%	14.8%
RGS4 inh	1.0%	2.3%	-23.6%	-27.4%
Pin1 inh	0.5%	1.0%	-5.9%	-0.2%
HP1b chromo inh	26.9%	153.9%[activator]	8.6%	?
JMJD2A Tudor	-1.7%	127.5%[activator]	-18.3%	-35.1%
12-LOX inh	0.0%	?	-0.4%	0.0%
rTrxR1 inhibitor	33.1%	-0.6%[57.1 µM]	2.3%[57.1 µM]	0.2%[11.4 µM]
ERG Ets-DNA blk	-6.4%	-6.5%	1.3%	-26.5%

Arranged by value in HP1b chromo inh (highest first): three of the compounds above.
3: CC(C)Oc1ccccc1/C=N/NC(=O)c1ccccc1Cl
1: O=C(O)/C=C/c1ccc2c(c1)OCCO2
6: COc1cc2c(cc1OC)C(C)N(S(=O)(=O)c1ccc(C)cc1)CC2 (stereo unspecified)
assay / entry	3	1	6
PGK inhibitor	1.9%	-10.0%	-1.0%
GLS inh	-3.1%	1.6%	-9.2%
RGS4 inh	3.3%	1.0%	-23.6%
Pin1 inh	-1.5%	0.5%	-5.9%
HP1b chromo inh	35.3%	26.9%	8.6%
JMJD2A Tudor	-2.0%	-1.7%	-18.3%
12-LOX inh	17.9%	0.0%	-0.4%
rTrxR1 inhibitor	-13.2%	33.1%	2.3%[57.1 µM]
ERG Ets-DNA blk	10.9%	-6.4%	1.3%

The results go on:
7: CC1(NC(=O)CCc2ccccc2)CCN(CCCc2ccccc2)C1=O (stereo unspecified)
8: Fc1cccc(Cl)c1CSc1ccc(-c2cccnc2)nn1
9: COc1ccc(-n2ncc(C(=O)NCCN3CCOCC3)c2C2CCN(C(=O)OC(C)(C)C)CC2)cc1
10: O=C(/C=C/Nc1ccc(F)c(F)c1)c1ccc(Br)cc1
11: Cc1nn(-c2ccccc2)nc1CNC(=O)c1ncoc1-c1ccccc1
12: CC[C@@]12C(=O)N(c3cccc(Cl)c3)C(=O)N1[C@H](c1cccc(C)c1)[C@@H]1C(=O)N(Cc3ccccc3)C(=O)[C@@H]12
assay / entry	7	8	9	10	11	12
PGK inhibitor	7.6%	-5.5%	11.9%	4.1%	0.8%	3.3%
GLS inh	2.0%	-1.7%	-14.3%	10.2%	2.4%	2.2%
RGS4 inh	8.2%	25.0%	18.6%	-9.3%	36.3%	-4.4%
Pin1 inh	0.8%	0.9%	-9.0%	2.6%	2.2%	11.7%
HP1b chromo inh	32.7%	31.5%	20.4%	19.4%	61.2%[activator]	8.2%
JMJD2A Tudor	-2.9%	-18.6%	-3.6%	-9.9%	11.0%	-19.4%
12-LOX inh	-2.4%	-18.8%	-3.0%	-10.7%	85.3%[activator]	-0.1%
rTrxR1 inhibitor	19.3%	5.6%	27.0%	-9.0%	-5.7%	12.6%
ERG Ets-DNA blk	-4.4%	-10.9%	-4.6%	-0.3%	7.6%	-0.5%

13: CCn1c(SCC(=O)O)nc2ccccc21
14: OC(CN1CCCCC1)Cn1c2ccccc2c2cc(Br)ccc21 (stereo unspecified)
15: COc1cc2c(cc1OC)CN(C(=O)c1ccc(S(=O)(=O)N3CCCCCC3)cc1)CC2
16: COc1cc2c(cc1OC)C1(CCCC1)CNC2C (stereo unspecified)
17: COc1ccc(Cl)cc1NC(=S)NC(=O)c1ccco1
18: CC(C)Oc1ccc(CNC(=O)CCCN2C(=O)CCn3nc(-c4cccn4C)cc32)cc1
19: Oc1ccccc1C(=S)N1CCN(C(=S)c2ccccc2O)CC1
20: COc1ccc(-c2nnc(SCC(=O)Nc3cccc(C(F)(F)F)c3)nc2-c2ccc(OC)cc2)cc1
assay / entry	13	14	15	16	17	18	19	20
PGK inhibitor	i	i	-3.8%	-4.1%	-6.8%	-9.5%	nt	5.7%
GLS inh	2.0%	-3.2%	0.8%	20.9%	0.1%	2.6%	15.9%	0.3%
RGS4 inh	-9.1%	-20.5%	-35.3%	-15.5%	-31.2%	-28.1%	-61.7%	22.0%
Pin1 inh	-0.4%	-3.4%	3.2%	6.9%	?	11.0%	-6.4%	91.2%[activator]
HP1b chromo inh	27.7%	43.8%[activator]	6.2%	33.6%	48.1%[activator]	5.7%[57 µM]	?	16.0%
JMJD2A Tudor	15.6%	-20.4%	-5.2%	-17.4%	11.0%	-33.5%	-32.6%	?
12-LOX inh	55.4%[activator]	0.0%	-25.4%	-4.5%	-9.6%	-28.6%	?	-23.4%
rTrxR1 inhibitor	14.1%[57.1 µM]	25.9%	-7.3%	17.5%	4.8%	18.7%[57.1 µM]	12.6%	0.3%[57.1 µM]
ERG Ets-DNA blk	-1.2%	?	-6.4%	nt	-8.6%	-0.8%	-0.5%	3.8%

The list is partial (hit frequency here may not be typical).
